# Screens (PubChem BioAssay)
# Large T inhibition = TAg ATPase/helicase activity blockers – biochemical (AID 1903). SV40 large T antigen ATPase/helicase inhibition assay; higher % means a stronger effect. inhibition, % at 20 µM; hits with a dose series show IC50 in µM. hit rate 0.39% among 310,000; in the data active = a potency from the dose series; inconclusive = inhibition mostly from about 32% at the one dose, without a potency; inactive = the rest, 99 in 100 with inhibition below about 32%; note: strong numbers were not always called active
# b-catenin transl = beta-catenin nuclear translocation modulation; HeLa beta-catenin nuclear translocation, immunofluorescence imaging; nuclear translocation activity, % at 5 µM; hit rate 0.3% among 190,000;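 active = nuclear translocation activity above 50% at 5 µM, with a well cell count of 50 or more; inconclusive = wells under 50 cells across six images, flagged as toxic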;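 note: per-cell ratio of nuclear to cytoplasmic median beta-catenin stain intensity; plate controls were DMSO negative control for no effect and GSK-3 inhibitor IX positive control for full effect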
#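 System: HeLa cells, endogenous beta-catenin; compound dosing: 5 µM primary single dose, 0.1% DMSO, 0.02–20 µM confirmation series; incubation: 24 h compound exposure at 37°C, 5% CO2; signal: beta-catenin immunofluorescence imaging with DAPI; evaluation: % activation, nuclear-to-cytoplasmic median beta-catenin signal ratio per cell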
# PhoP inhibition = PhoP-dependent GFP reporter repression – Salmonella Typhimurium, primary screen (AID 1863). hit rate 0.16% among 300,000. one-dose inhibition, % at 50 µM; IC50 in µM for titrated hits. S. Typhimurium PhoP-regulated promoter GFP reporter, 4 h; higher % means a stronger effect;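 active = inhibition over 29.93%, a cutoff 3 SD above the screen mean, later confirmed by dose response; inconclusive = inhibition over 29.93% but no dose response follow-up; inactive = inhibition at most 29.93% or unconfirmed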;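 note: 0% = low Mg2+ inducing control and 100% = high Mg2+ repressing control; strong numbers were not always called active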
# WT yeast gro inh = growth inhibition of WT yeast, mitochondrial fusion screen; mitochondrial fusion phenotypic screen, WT strain; inhibition, % at 10 µM; hit rate 2.1% among 190,000; in the data active = inhibition above about 58%; tested in S. cerevisiae
# Myeloid diff MLP = promotes myeloid progenitor differentiation. hit rate 1% among 360,000. calls only at 10 µM. ER-HoxA9 myeloid progenitors, lysozyme-GFP differentiation, flow cytometry;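 active = normalized GFP-positive differentiation at or above the plate's own cutoff, the solvent-only control mean plus 3 SD; inconclusive = no clear call, values can overlap the other calls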;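 note: cells exposed to compound for four days before flow analysis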
# Rac1 GTP hydrolysis = MgcRacGAP GTPase-activating activity inhibitors, confirmation, biochemical, ADP Hunter fluorescence; MgcRacGAP-stimulated Rac1 GTP hydrolysis, ADP Hunter fluorescence; higher % means a stronger effect; GST-tagged Rac1 F28L mutant substrate; inhibition, % at 30 µM; hits with a dose series show IC50 in µM; hit rate 0.6% among 340,000;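 active = first-screen hits whose inhibition reached a set limit at any dose in the follow-up dose series; inconclusive = inhibition above the set first-screen limit but never retested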;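 note: fluorescence reports GDP produced by GAP-driven GTP hydrolysis; strong numbers were not always called active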
# West Nile virus CPE = inhibition of WNV-induced cytopathic effect – cell-based, CPE readout (AID 1621). one-dose CPE inhibition, % at 10 µM; IC50 in µM for titrated hits. West Nile virus-infected cells, CPE inhibition; higher % means a stronger effect. hit rate 0.02% among 290,000; in the data active = a potency from the dose series; inconclusive = CPE inhibition mostly from about 3.7% at the one dose, without a potency; inactive = the rest, 99 in 100 with CPE inhibition below about 2.2%; note: strong numbers were not always called active
# T cell modulator = modulates CD8 T cell binding to vesicles. 2C CD8+ T cell-vesicle binding, flow cytometry; hits give low values. calls only at 7 µM. hit rate 0.068% among 330,000. AID 2052;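 active = response, share of CD8 T cells binding vesicles, and their 90th percentile fluorescence all below set limits, cut at about 80% in these data, passing the limit was not always enough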
#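 Incubation: binding step 1.5 h, 37 °C, antibody labelling 20 min, ice; system: murine 2C transgenic CD8+ T lymphocytes; technique: cytometric PE anti-B7-1 and Alexa647 anti-CD8 signals after 1% paraformaldehyde fixation; also added: QL9-charged Drosophila Ld/ICAM-1/B7-1 vesicles; control set: naked versus QL9-loaded vesicles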
# RSV CPE inhibition = inhibition of RSV-induced cytopathic effect – HEp-2 cells, primary 10 µM value included (AID 2391). HEp-2 cells, RSV-induced CPE inhibition; higher % means a stronger effect. one-dose CPE inhibition, % at 10 µM; IC50 in µM for titrated hits. hit rate 0.13% among 310,000; in the data active = a potency from the dose series; inconclusive = CPE inhibition mostly from about 23% at the one dose, without a potency; inactive = the rest, 99 in 100 with CPE inhibition below about 21%; note: strong numbers were not always called active
# WT yeast gro inh mutant strain = second read-out of WT yeast gro inh, no call of its own (marks repeat the call); inhibition, %; mitochondrial fusion phenotypic screen, mutant strain inhibition
# b-catenin transl cell count 5 µM = further read-out of b-catenin transl, marked with its call; cell count; measured here: cell count, cytotoxicity flag
# T cell modulator vesicle-bound % = second read-out of T cell modulator, no call of its own (marks repeat the call); double positive events, %; measured here: CD8+ vesicle-bound cell fraction;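 binding gate set so that unloaded-vesicle control wells show 10% double positive cells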
# Myeloid diff MLP GFP+ MAC1+ % = recorded beside Myeloid diff MLP, whose call it bears; GFP+ MAC1+ double positive, %; measured here: differentiation confirmed by MAC1 staining
# * = called active by the depositor; i = inactive; u = inconclusive; x = not tested or not shown; + = active, no number.
# Each structure is followed by: Large T inhibition	b-catenin transl	b-catenin transl cell count 5 µM	PhoP inhibition	WT yeast gro inh	WT yeast gro inh mutant strain	Myeloid diff MLP	Myeloid diff MLP GFP+ MAC1+ %	Rac1 GTP hydrolysis	West Nile virus CPE	T cell modulator	T cell modulator vesicle-bound %	RSV CPE inhibition
CCCSc1cc(N)cc([N+](=O)[O-])c1
    23%	-0.1	1042	8%	-5	0	i	0.7	11%	0.8%	i	44	3.3%
NC(=O)c1ccc(SCC(=O)OCC(=O)N2CCCCC2)c([N+](=O)[O-])c1
    9%	x	x	-9%	x	x	i	0.2	4%	x	i	33	-1.1%
Cc1cc(NC(=O)CCC(=O)N(CCC(C)C)C(C(=O)NCC2CCCO2)c2ccccc2C)no1 (stereo unspecified)
    6%	x	x	16%	x	x	i	4.4	6%	-0.5%	i	45	0.5%
CSc1nc2ccsc2c(=O)n1-c1ccccn1
    4%	-2.4	1072	-4%	15	9	i	0.9	4%	-0.3%	i	57	0.5%
O=C(Nc1ncnc2sc3c(c12)CCCCC3)c1ccco1
    15%	0.7	1010	-9%	12	14	i	1.0	11%	-0.3%	i	28	0.1%
C/C(=N\NC(=S)NCc1ccccc1)c1cccs1
    12%	-0.6	1068	4%	68	74	i	0.7	2%	-1.2%	i	36	-0.1%
CCC(C)c1ccc(NC(=O)C2CC3CCC2C3)cc1 (stereo unspecified)
    9%	x	x	x	x	x	i	0.1	5%	x	i	35	x
COc1ccc(C(=O)OCC(=O)NCc2ccc3c(c2)OCO3)cc1[N+](=O)[O-]
    -4%	1.1	1100	-8%	-4	12	i	0.3	5%	-0.2%	i	6	1.3%
CSc1nc(-c2ccccc2)cc(C)c1C#N
    -7%	1.6	878	4%	0	0	i	0.4	-7%	-0.8%	i	50	13%
CCn1nnnc1SCC(=O)N1CCN(Cc2ccc3c(c2)OCCO3)CC1
    x	x	x	x	x	x	i	0.3	1%	x	i	31	0.4%
Cc1ccnc(NC(=O)C2CCN(S(=O)(=O)c3ccc4c(c3)CC(C)N4C(=O)C3CCC3)CC2)c1 (stereo unspecified)
    17%	x	x	-6%	x	x	i	2.5	6%	0.1%	i	26	1.6%
Cc1cc(C(=O)OC(C)C(=O)NC2CCCCC2C)c(C)o1 (stereo unspecified)
    8%	x	x	7%	x	x	i	0.8	4%	x	i	24	1.2%
CCC(CC)C(=O)Nc1nnc(S(=O)(=O)Nc2ccccc2C)s1
    5%	x	x	-4%	x	x	i	0.8	7%	0.0%	i	34	7.3%
COc1ccc(NC(=S)NCCc2ccc(F)cc2)c(OC)c1
    -2%	-2.3	1028	29%	48	6	i	0.3	6%	0.4%	i	64	1.5%
CN1/C(=C\C(=O)COC(=O)c2nccnc2N)C(C)(C)c2ccccc21
    18%	x	x	6%	x	x	i	0.7	2%	x	i	12	2.6%
O=C(CCC(=O)NCCCc1ccccc1)NCCCc1ccccc1
    5%	x	x	0%	5	16	i	0.7	8%	0.3%	i	43	2.7%
CCc1nnc(NC(=O)c2ccc(S(=O)(=O)N3CCCCC3C)cc2)s1 (stereo unspecified)
    10%	0.0	1145	7%	6	-12	i	1.7	7%	-0.1%	i	26	3.5%
N#CCNC1CC(=O)N(c2ccccc2)C1=O (stereo unspecified)
    38%	x	x	-6%	x	x	i	0.8	9%	0.3%	i	61	1.7%
Cn1ncc2c(Nc3cc(Cl)cc(Cl)c3)ncnc21
    6%	x	x	-8%	x	x	i	1.6	11%	-0.1%	i	18	6.4%
Cc1[nH]c2ccccc2c1/C=N/NC(=O)c1ccc(N)cc1
    19%	x	x	-8%	x	x	i	0.6	7%	-0.2%	i	24	1.6%
COc1ccc(CNC(=O)c2ccc(N3CCC4(CC3)CC(c3ccc(Cl)cc3)=NO4)c([N+](=O)[O-])c2)cc1
    13%	x	x	x	x	x	i	1.1	10%	-0.9%	i	6	-1.9%
Cc1ccc(NC(=O)COC(=O)c2cccc(OC(F)F)c2)cc1S(=O)(=O)N1CCCCC1
    x	x	x	x	x	x	i	1.2	5%	x	i	29	0.2%
CCOC(=O)c1ccc2c(c1)NCc1cccc(OC)c1O2
    16%	0.2	1136	0%	x	x	i	0.3	5%	-1.2%	i	59	6.8%
O=S(=O)(Nc1cccc(-c2ccc(N3CCCCCC3)nn2)c1)c1ccc(C(F)(F)F)cc1
    2%	x	x	2%	x	x	i	0.8	2%	0.1%	i	11	u
O=C1[C@H]2[C@H](C=CC[C@H]2C(=O)N2CCOCC2)CCN1Cc1ccc(Cl)c(Cl)c1
    4%	x	x	x	x	x	x	x	x	-1.3%	i	23	-0.8%
Nc1nc(Sc2c([N+](=O)[O-])cc(C(F)(F)F)cc2[N+](=O)[O-])n[nH]1
    38%	-2.9	1146	-5%	x	x	i	0.3	31%	u	i	26	x
Cc1ccc(N(C(=O)CNC(=O)c2ccco2)C(C(=O)NC2CCCC2)c2cccnc2)c(C)c1 (stereo unspecified)
    11%	x	x	-1%	x	x	+	14*	6%	-0.8%	i	34	1.1%
CN1CCN(C(=O)c2cc3ccccc3cc2O)CC1
    x	x	x	x	x	x	i	0.9	4%	x	i	24	-0.7%
O=C(CN1CCN(c2ccccn2)CC1)Nc1cccc(Cl)c1Cl
    7%	x	x	2%	x	x	i	1.7	5%	-1.0%	i	12	1.9%
CC(=O)NC1=NN(C(C)=O)C(c2ccc(C(C)C)cc2)S1 (stereo unspecified)
    9%	-0.3	1104	5%	6	1	i	1.0	5%	-0.5%	i	44	1.7%
CCN(CCCNC(=O)CN1C(=O)COc2ccccc21)c1cccc(C)c1
    26%	x	x	-6%	-22	-42	i	2.9	16%	-0.5%	i	44	1.3%
O=C(Nc1cccnc1)c1cc(-c2cccc(Cl)c2)on1
    4%	x	x	-5%	x	x	i	2.6	-2%	-0.6%	i	27	1.1%
CCn1c(C(=O)N2CCC(C(=O)NCCCSC3CCCCC3)CC2)cc2sccc21
    7%	x	x	-4%	44	31	i	3.8	1%	-0.5%	i	7	1.9%
Cn1cccc1C(=O)C(=O)Nc1ccc(Cl)cc1
    -2%	-0.5	1342	-5%	7	-10	i	0.2	12%	-0.2%	i	15	1.2%
NS(=O)(=O)c1ccc(NC(=O)COC(=O)c2ccc3c(c2)OCCO3)cc1
    23%	-1.0	1067	8%	-3	6	i	0.6	2%	0.1%	i	46	0.3%
C#CC(C)(C)NC(=O)c1cnc(-c2ccccc2)nc1-c1ccccc1
    -3%	x	x	25%	x	x	i	0.2	10%	-0.7%	i	45	0.8%
O=C(CSc1n[nH]c(=O)[nH]c1=O)Nc1ccccc1C(=O)c1ccccc1
    -7%	-1.3	1311	-4%	x	x	i	0.5	1%	0.2%	i	58	11%
Cc1ccc(C2=NCCNC2=O)c(C)c1
    9%	-4.5	1009	-9%	3	4	i	13	-13%	0.6%	i	30	0.1%
CCC(NC(=O)c1ccccc1NC(=O)c1ccccc1)C(=O)O (stereo unspecified)
    12%	1.7	733	-10%	5	1	i	7.9	6%	1.7%	i	36	0.2%
Cc1cc(OCc2cc(C(=O)N(C)CCc3cnn(C)c3)no2)cc(C)c1Cl
    6%	x	x	4%	x	x	i	2.9	8%	0.0%	i	34	4.1%
COCCn1cnnc1SCC(=O)Nc1cccc(S(=O)(=O)N2CCCCC2)c1
    x	x	x	x	x	x	i	0.5	7%	x	i	35	0.4%
CC(NC(=O)c1cc(S(=O)(=O)N2CCCC2)cn1C)c1ccccc1 (stereo unspecified)
    5%	x	x	x	x	x	i	3.8	1%	-0.2%	i	38	0.8%
CC(=O)N1c2ccc(S(=O)(=O)NCCC(=O)Nc3ccc(C)cn3)cc2CC1C (stereo unspecified)
    -1%	x	x	-3%	x	x	i	0.7	9%	1.2%	i	7	0.6%
C/C=N\NC(=O)CNC(=O)CNC(=O)c1ccccc1
    11%	0.5	1079	0%	-11	11	i	0.4	8%	-0.1%	i	68	1.9%
Cn1c(SCC(=O)c2c(N)n(C)c(=O)n(C)c2=O)nnc1-c1ccc(F)cc1
    8%	x	x	-6%	14	25	i	0.1	6%	-0.6%	i	41	0.5%
COc1ccc(C(=O)NCCc2ccc(F)cc2)cc1OC
    12%	0.1	911	2%	-4	19	i	0.4	5%	0.3%	i	10	1.6%
CC1Cc2ccccc2N1C(=O)COC(=O)c1ccc(O)cc1 (stereo unspecified)
    8%	0.6	1246	-12%	x	x	i	1.3	1%	0.3%	i	47	0.7%
O=C(CN(c1cccc(C(F)(F)F)c1)S(=O)(=O)c1ccc(Cl)c([N+](=O)[O-])c1)NCc1ccc(F)cc1
    9%	1.0	927	-1%	-5	-17	u	x	5%	-0.3%	i	11	3.4%
CCCNC(=S)Nc1ccc(Cl)cc1C
    11%	-4.0	521	3%	-6	10	i	0.5	7%	0.3%	i	47	0.5%
CN(Cc1cc(-c2ccccc2)on1)C(=O)c1cc(COc2c(F)cccc2F)on1
    8%	1.3	976	-5%	35	29	i	0.8	6%	-1.0%	i	36	4.1%
O=C(CN1c2cccc3cccc(c23)S1(=O)=O)Nc1cccc(S(=O)(=O)N2CCOCC2)c1
    10%	-0.5	931	28%	2	-18	i	0.8	14%	-0.9%	i	45	6.0%
COC(=O)c1ccccc1NC(=O)CSc1nnnn1-c1ccc(C)cc1C
    13%	-8.7	1093	2%	-1	-1	i	0.9	5%	0.3%	i	21	3.1%
O=C(CCC(=O)c1ccccc1)NCc1cccc(C(F)(F)F)c1
    x	x	x	x	x	x	i	0.7	3%	x	i	30	0.8%
CCCCn1c(CN2CCOCC2)nc2c1c(=O)n(C)c(=O)n2C
    9%	-0.9	1048	x	-3	0	i	2.5	-4%	-0.1%	i	52	3.2%
